yeast bub3: NCI yeast anticancer drug screen, S. cerevisiae bub3 mutant strain | AID 167, 2004 | 78,000 tested, 9.9% active | growth inhibition, % at 50 µM;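 note: 0% = growth of vehicle-only cultures of the same strain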
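Screening used yeast with an engineered genetic alteration affecting cell cycle control. Compound-exposed cultures were compared with vehicle cultures, and reduced growth was taken as inhibition.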
yeast mec2-1: NCI yeast anticancer drug screen, S. cerevisiae mec2-1 strain. growth inhibition, % at 50 µM. 79,000 tested, 9% active. AID 157, 2004;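 note: 0% = growth of vehicle-only cultures of the same strain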
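mec2-1 yeast strain, carrying an alteration in DNA damage repair or cell cycle control, was exposed to compounds; growth inhibition was measured relative to vehicle-treated controls.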
mlh1 rad18: NCI yeast anticancer drug screen, S. cerevisiae mlh1 rad18 strain; growth inhibition, % at 50 µM; 79,000 tested, 11% active; AID 175, 2004;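 note: 0% = growth of vehicle-only cultures of the same strain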
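Steps: expose repair-defective yeast to compound; measure growth; express inhibition against vehicle-treated controls.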
yeast sgs1 mgt1: NCI yeast anticancer drug screen, S. cerevisiae sgs1 mgt1 strain | growth inhibition, % at 50 µM | 78,000 tested, 10% active | AID 161, 2004;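 note: 0% = growth of vehicle-only cultures of the same strain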
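Mutant yeast exposed to compound; growth scored against vehicle-only wells.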
yeast cln2 rad14: NCI yeast anticancer drug screen, S. cerevisiae cln2 rad14 strain | growth inhibition, % at 50 µM | 78,000 tested, 8.3% active | AID 165, 2004;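 note: 0% = growth of vehicle-only cultures of the same strain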
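Yeast carrying cln2 and rad14 alterations (cell cycle control and DNA damage repair) were exposed to compounds. Growth inhibition was measured against vehicle-treated controls.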
rad50: NCI yeast anticancer drug screen, S. cerevisiae rad50 strain. % growth inhibition at 50 µM. 79,000 tested, 10% active. AID 155, 2004;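 note: 0% = growth of vehicle-only cultures of the same strain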
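Compounds were tested on a yeast strain with an engineered DNA damage repair alteration; the reported value is growth inhibition normalised to vehicle treatment.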
Numbers without * were called inactive; x = no result given. Cut-off read from the data, not from the text of the source: active = growth inhibition above about 70%; inactive = the rest. Not a hit list; any-hit rate near 14%.

1. Cc1ccc(/C=C2\CCC/C(=C\c3ccc(C)cc3)C2=O)cc1
2. O=P(NC1CCCCC1)(OCc1ccccc1)OCc1ccccc1
3. O=C1C(=O)c2cc(Br)cc([N+](=O)[O-])c2-c2ccc(Br)cc21
4. CCCCCC(N)C(=O)O (stereo not given)
5. CC(C)CCCC(C)C1CCC2C3CC=C4CC([n+]5cccc6ccccc65)CCC4(C)C3CCC12C (stereo not given)
6. C[N+](C)(C)CCOc1cccc(Br)c1

entry no.,1,2,3,4,5,6
yeast bub3,-7,8,98*,-2,92*,12
yeast mec2-1,-16,24,98*,6,95*,14
mlh1 rad18,13,35,98*,-18,95*,24
yeast sgs1 mgt1,-11,42,97*,-14,95*,22
yeast cln2 rad14,-80,-13,97*,-22,68,30
rad50,-9,73*,96*,2,93*,10

7. CCC(=O)/C=C/c1ccccc1O
8. O=C1c2ccccc2C(=O)c2c1nnn2-c1ccccc1
9. COC(=O)c1nnn(CCc2c[nH]c3ccccc23)c1C(=O)OC
10. COc1ccc(/C=N\N=C\c2ccco2)c(O)c1
11. O=C(NCCCNCCCCNCCCNC(=O)C(F)(F)F)C(F)(F)F
12. CN(C)c1ccc(/C(=C(\c2ccccc2)c2ccc(N(C)C)cc2)c2ccccc2)cc1

entry no.,7,8,9,10,11,12
yeast bub3,20,17,20,-10,4,0
yeast mec2-1,10,6,4,5,-1,1
mlh1 rad18,13,-2,-25,4,3,-3
yeast sgs1 mgt1,31,21,-11,7,7,-4
yeast cln2 rad14,17,-4,-12,-47,-8,-6
rad50,12,42,-11,5,5,12

The final 3 records of the section above come first, to join the parts.
10. COc1ccc(/C=N\N=C\c2ccco2)c(O)c1
11. O=C(NCCCNCCCCNCCCNC(=O)C(F)(F)F)C(F)(F)F
12. CN(C)c1ccc(/C(=C(\c2ccccc2)c2ccc(N(C)C)cc2)c2ccccc2)cc1
13. O=C1c2ccccc2C(=O)N1CCCCCCCCCN1C(=O)c2ccccc2C1=O
14. Nc1nc2cc(Cl)c(O)cc2o1
15. COC(=O)CCNC(=O)OCc1ccccc1
16. O=C1NC(=S)NC1(c1ccccc1)c1ccccc1
17. O=C1c2ccccc2-c2c1c1ccccc1c(=O)n2-c1ccccc1
18. FS(F)(F)(F)(F)c1cccc(NC(=S)SCc2ccc(Cl)cc2)c1

entry no.,10,11,12,13,14,15,16,17,18
yeast bub3,-10,4,0,0,-4,-50,10,-14,7
yeast mec2-1,5,-1,1,-2,-12,30,25,-26,25
mlh1 rad18,4,3,-3,-24,-8,-75,24,-52,30
yeast sgs1 mgt1,7,7,-4,2,-4,-17,31,6,40
yeast cln2 rad14,-47,-8,-6,-23,-7,27,28,-6,32
rad50,5,5,12,12,-3,15,32,-2,44

19. Cc1c(C)c(C)c(CNNC(=S)Nc2cccc(Cl)c2)c(C)c1C
20. O=C(Nc1nncs1)c1cnccn1
21. Cc1cnc2c(N)nc(-c3ccccc3)nc2n1
22. O=C(CCC(=O)Nc1ccccc1C(F)(F)F)N/N=C1\C(=N\NC(=O)CCC(=O)Nc2ccccc2C(F)(F)F)C(c2ccc3c(c2)OCO3)Oc2ccccc21 (stereo not given)
23. Cc1ccc(S(=O)CC(Cl)c2ccccc2)cc1 (stereo not given)
24. COC1OC2COC(=O)c3cc(O)c(O)c(O)c3-c3c(cc(O)c(O)c3O)C(=O)OC2C(O)C1O (stereo not given)

entry no.,19,20,21,22,23,24
yeast bub3,-4,11,-5,-5,14,30
yeast mec2-1,6,-6,-2,3,4,22
mlh1 rad18,21,-72,0,5,21,16
yeast sgs1 mgt1,-1,14,-7,1,13,28
yeast cln2 rad14,-3,-3,-39,-11,56,-1
rad50,-6,-2,9,19,-27,11

25. Cc1cccc(CC(C)(C)C)c1NC(=O)C(=O)C(C(=O)c1ccc2ccccc2c1)C1OC(=O)c2ccccc21 (stereo not given)
26. NC(N)=N/C(N)=N/NC(=O)c1ccncc1
27. OCC1OC(n2cnc3[nH]cnc(=S)c32)C(O)C1O (stereo not given)
28. Nc1cccc(S(N)(=O)=O)c1
29. CCc1cc(C)cc(C(C)(C)C)c1
30. O=C(N(Cl)c1c(Cl)cc(Cl)cc1Cl)N(Cl)c1c(Cl)cc(Cl)cc1Cl

entry no.,25,26,27,28,29,30
yeast bub3,52,-10,-6,12,-8,-8
yeast mec2-1,24,-7,14,-6,-18,4
mlh1 rad18,68,-4,15,1,22,8
yeast sgs1 mgt1,36,-12,0,-1,25,5
yeast cln2 rad14,13,-14,1,-40,7,17
rad50,53,8,4,10,12,0

31. CCCc1c(CC)cnn1C
32. CC(C)(C)CC(C)(C)c1ccc(O)c(C[N+](C)(C)[O-])c1
33. CC(=O)N(C)Cc1c(O)ccc2ccccc12
34. Nc1cccc(S(=O)(=O)Nc2c(N)[nH]c(=S)[nH]c2=O)c1
35. Cc1cc2c(C(C)C)c(O)c(O)c(C=NCc3ccc(Br)cc3)c2c(O)c1-c1c(C)cc2c(C(C)C)c(O)c(O)c(C=NCc3ccc(Br)cc3)c2c1O
36. CCCCCC(=O)OCCN(C)C

entry no.,31,32,33,34,35,36
yeast bub3,-3,24,-2,10,-9,-14
yeast mec2-1,15,-16,-21,0,2,-24
mlh1 rad18,37,50,13,17,28,25
yeast sgs1 mgt1,17,9,-10,-6,27,-4
yeast cln2 rad14,-28,-13,-9,9,-22,21
rad50,3,30,-7,-3,-6,-7

37. CCOC(=O)CC(=O)c1ccc(C)cc1
38. CC(=Nc1ccccc1)NO
39. CCCCOC(=O)c1ccc(Cl)cc1
40. CCOC(CNCc1ccccn1)OCC
41. CCOC(=O)C(NC(C)=O)(C(=O)OCC)c1csc2ccccc12
42. OCCSC(=S)Nc1ccc(Cl)c(Cl)c1

entry no.,37,38,39,40,41,42
yeast bub3,x,-8,10,-7,3,100*
yeast mec2-1,-3,14,19,-13,4,100*
mlh1 rad18,10,2,5,12,-2,100*
yeast sgs1 mgt1,x,4,19,-1,5,100*
yeast cln2 rad14,x,4,14,5,6,100*
rad50,-14,2,34,2,12,100*

43. COc1cccc(C2c3cc4c(cc3OC(N3CCCC3)C2c2ccccc2)OCO4)c1O (stereo not given)
44. Cn1c(=O)c2c(nc(CF)n2C)n(C)c1=O
45. CCOC(=O)C1=C(C)NC(C)=C(C(=O)OCC)C1C
46. NNC(=O)N/N=C/C=C/c1ccccc1
47. O=C1c2ccc(O)cc2C(=O)c2c1ccc(O)c2O
48. O=[N+]([O-])c1nccn1CCCNCCCn1ccnc1[N+](=O)[O-]

entry no.,43,44,45,46,47,48
yeast bub3,26,0,-22,3,77*,-15
yeast mec2-1,13,-10,-36,3,67,1
mlh1 rad18,32,6,-7,9,77*,21
yeast sgs1 mgt1,29,7,4,12,83*,-7
yeast cln2 rad14,13,-28,-10,24,41,-20
rad50,8,8,-29,10,76*,0

49. CC(Cl)C(=O)OCCCc1ccccc1 (stereo not given)
50. CCOc1ccc(CC(=O)O)cc1OC
51. CC(C)c1ccc(N2C(=O)C=CC2=O)cc1
52. CC(=O)Nc1cc(Cl)ccc1SC1OC(COC(C)=O)C(OC(C)=O)C(OC(C)=O)C1OC(C)=O (stereo not given)
53. O=C(Oc1cccc([N+](=O)[O-])c1)c1ccc(Cl)cc1
54. COC1CC(C)(NC(=O)C(F)(F)F)C2OC(c3ccccc3)OCC2O1 (stereo not given)

entry no.,49,50,51,52,53,54
yeast bub3,11,-11,99*,5,-1,-4
yeast mec2-1,-10,-17,100*,-7,-12,-18
mlh1 rad18,20,10,99*,-3,2,-10
yeast sgs1 mgt1,2,5,100*,18,7,-41
yeast cln2 rad14,5,23,99*,-44,-66,-35
rad50,14,7,100*,-11,0,-25

55. Cc1cc(O)c(-c2cc(O)c(C)cc2O)cc1O
56. CC1=NN(C(=O)CC(=O)Nc2ccccc2Cl)C(=O)C1N=Nc1ccc(S(=O)(=O)c2ccc(N=NC3C(=O)N(C(=O)CC(=O)Nc4ccccc4Cl)N=C3C)cc2)cc1 (stereo not given)
57. Cc1nc2ccccc2nc1-c1ccc([N+](=O)[O-])cc1
58. O=C(O)c1cc(C(=O)O)c(-c2ccccc2)c(-c2ccccc2)c1
59. CCCCOS(=O)(=O)c1ccc(C)cc1
60. N/C(=N\O)c1ccccc1

entry no.,55,56,57,58,59,60
yeast bub3,22,-2,-12,1,-24,4
yeast mec2-1,28,2,-45,2,-82,1
mlh1 rad18,-6,27,-34,-5,-4,23
yeast sgs1 mgt1,16,-1,-40,-4,-9,14
yeast cln2 rad14,-30,-36,-21,1,25,15
rad50,23,19,-18,9,9,27

61. c1nnc2c3c4c(sc3ncn12)CCCC4
62. O=c1cc(-c2ccccc2)[nH]c(=S)[nH]1
63. CC1SCC(=O)N1c1nncs1 (stereo not given)
64. Cc1ccc(S(=O)(=O)OCCCCOS(=O)(=O)c2ccc(C)cc2)cc1
65. OC1c2ccccc2-c2ccc(NCc3ccc4c(c3)OCO4)cc21 (stereo not given)
66. O=[N+]([O-])c1ccc(S(=O)(=O)N/N=C/c2ccc3c(c2)OCO3)cc1

entry no.,61,62,63,64,65,66
yeast bub3,0,9,-2,-17,-4,5
yeast mec2-1,-5,-12,-1,26,-11,34
mlh1 rad18,5,-10,-47,15,19,-12
yeast sgs1 mgt1,2,9,-52,16,17,4
yeast cln2 rad14,-25,-25,-46,28,-5,12
rad50,0,-13,-3,76*,49,7

67. O=S1(=O)CC(Cl)C(Cl)C1 (stereo not given)
68. COc1ccccc1N=NC1=C2Nc3ccccc3N=C1N(c1ccccc1OC)C(=S)N2c1ccccc1C
69. OCC1COc2ccc(Br)cc2O1 (stereo not given) (tested in a mixture with another compound)
70. CCCC(=O)c1ccc(OC)c(OC)c1
71. CC(C)(C)N/N=C(\C(=O)Nc1ccc([N+](=O)[O-])cc1[N+](=O)[O-])c1nc2ccc([N+](=O)[O-])cc2[nH]c1=O
72. CN(C)Cc1cc(C(C)(C)C)ccc1-c1ccc(C(C)(C)C)cc1CN(C)C

entry no.,67,68,69,70,71,72
yeast bub3,5,-3,-1,x,12,-31
yeast mec2-1,0,-11,-14,-14,21,-18
mlh1 rad18,2,-30,12,-4,18,-31
yeast sgs1 mgt1,-2,-16,3,x,26,-39
yeast cln2 rad14,-8,-12,-1,x,-26,13
rad50,1,-10,-18,-3,29,-42

An excerpt from above in order of number of heavy atoms, low to high:
67. O=S1(=O)CC(Cl)C(Cl)C1 (stereo not given)
69. OCC1COc2ccc(Br)cc2O1 (stereo not given) (tested in a mixture with another compound)
66. O=[N+]([O-])c1ccc(S(=O)(=O)N/N=C/c2ccc3c(c2)OCO3)cc1
65. OC1c2ccccc2-c2ccc(NCc3ccc4c(c3)OCO4)cc21 (stereo not given)
71. CC(C)(C)N/N=C(\C(=O)Nc1ccc([N+](=O)[O-])cc1[N+](=O)[O-])c1nc2ccc([N+](=O)[O-])cc2[nH]c1=O

entry no.,67,69,66,65,71
yeast bub3,5,-1,5,-4,12
yeast mec2-1,0,-14,34,-11,21
mlh1 rad18,2,12,-12,19,18
yeast sgs1 mgt1,-2,3,4,17,26
yeast cln2 rad14,-8,-1,12,-5,-26
rad50,1,-18,7,49,29

Next section:
73. CC(C)(C)C(O)CC(O)(C(F)(F)F)C(F)(F)F (stereo not given)
74. CC(C)(C)N=NNc1cn(C2OC(CO)C(O)C2O)c(=O)[nH]c1=O (stereo not given)
75. CCOC(=O)CCSc1ccccc1
76. Cc1c(C=O)c(=O)n(-c2ccccc2)n1C
77. CC(C)Sc1nc2ccc(NC(=O)/C=C/C(=O)O)cc2s1
78. C/C(CC(O)(C(F)(F)F)C(F)(F)F)=N\O

entry no.,73,74,75,76,77,78
yeast bub3,-6,-6,-24,-23,14,-20
yeast mec2-1,-21,-18,-41,-10,9,-51
mlh1 rad18,-2,-16,-3,26,12,-6
yeast sgs1 mgt1,-13,-17,-8,-13,5,-20
yeast cln2 rad14,20,10,-57,7,14,-16
rad50,-2,-16,13,1,19,-30

79. COc1ccc(CSc2ccccc2Cn2cccc2)cc1OC
80. COC(=O)C(Cc1ccccc1)NC(=O)C(CCCN=C(N)N)NC(=O)OCc1ccccc1 (stereo not given)
81. O=S(=O)(NC/C=C/c1ccccc1)c1ccccc1
82. COc1cc(C(=O)CCC(=O)O)c(OC)c(C)c1C

entry no.,79,80,81,82
yeast bub3,28,-12,5,5
yeast mec2-1,-27,-26,17,14
mlh1 rad18,-5,-4,-40,19
yeast sgs1 mgt1,0,-8,0,13
yeast cln2 rad14,-22,-6,27,50
rad50,-5,-16,-7,-1

Single records, as listed above.
Entry for `O=S(=O)(NC/C=C/c1ccccc1)c1ccccc1` = yeast bub3: 5; yeast mec2-1: 17; mlh1 rad18: -40; yeast sgs1 mgt1: 0; yeast cln2 rad14: 27; rad50: -7
Entry for `COc1cc(C(=O)CCC(=O)O)c(OC)c(C)c1C` = yeast bub3: 5; yeast mec2-1: 14; mlh1 rad18: 19; yeast sgs1 mgt1: 13; yeast cln2 rad14: 50; rad50: -1

Screening data (PubChem BioAssay)
